FXN GAA850 act = activators of GAA850 frataxin (FXN) promoter. 0.56% of 360,000 active. AID 540364. activation, % at 6 µM. HEK293 lucGAA850 FXN promoter luciferase reporter, 24 h; percent of 10 µM SAHA response;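 active = activation above the average of all compounds screened plus 3 SD, cutoff fixed separately per campaign, cut at about 7.5% in these data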;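 note: 0% = DMSO wells and 100% = 10 µM SAHA wells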
DAX1 inh = inhibits human nuclear receptor DAX1. HEK293 Gal4-DAX1 luciferase reporter, luminescence. inhibition, % at 6.75 µM. 0.99% of 340,000 active. P51843;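 active = inhibition above the mean over all tested compounds plus 3 SD, cut at about 4.2% in these data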;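 note: 0% = DAX1-transfected cells with DMSO and 100% = empty-vector control cells with DMSO; inhibition shows as a rise in luminescence from relieved DAX1 repression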
Target sequence (P51843 207-470 limits assumed): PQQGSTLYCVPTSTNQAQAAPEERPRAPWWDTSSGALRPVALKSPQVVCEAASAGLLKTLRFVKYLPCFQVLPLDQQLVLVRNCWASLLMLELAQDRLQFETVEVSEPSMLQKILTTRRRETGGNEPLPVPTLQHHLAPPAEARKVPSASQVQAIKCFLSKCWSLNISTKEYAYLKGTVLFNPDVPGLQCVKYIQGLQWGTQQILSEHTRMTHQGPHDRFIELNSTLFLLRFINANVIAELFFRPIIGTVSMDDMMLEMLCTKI
Numbers without * were called inactive; nt = not tested or not shown. These rows are one share of the data; rates above refer to the full screens.

SMILES	FXN GAA850 act	DAX1 inh
C#CCOCCOCCOCCNc1nc(N2CCN(C(=O)C(Cc3cc4ccccc4[nH]3)n3cc(C(N)C(C)CC)nn3)CC2)nc(N2CCN(C(=O)C(Cc3cc4ccccc4[nH]3)n3cc(C(N)C(C)CC)nn3)CC2)n1 (stereo unspecified)	nt	-0.3
C#CCOCCOCCOCCNc1nc(N2CCN(C(=O)CCCCCCCCCCNC(=O)[C@H](CCCCN)n3cc(C)nn3)CC2)nc(N2CCN(C(=O)CCCCCCCCCCNC(=O)[C@H](CO)n3cc(CCCSC)nn3)CC2)n1	nt	-0.1
Cn1nnnc1Sc1ncnc2scc(-c3cccs3)c12	nt	-4.2
CS(=O)(=O)Nc1ccc(C(=O)Nc2ccc3c(c2)OCCO3)cc1	nt	0.7
O=C(O)c1ccc(NS(=O)(=O)c2cccc(S(=O)(=O)c3ccc(Cl)c(Cl)c3)c2)cc1	nt	-0.1
O=C(O)C1CCCNC1 (stereo unspecified)	-0.8	nt
CC(C)C(=O)N1CCCC1(C)C(=O)Nc1ccc2c(c1)OCO2 (stereo unspecified)	0.7	nt
O=C(C1CCN(S(=O)(=O)c2cccc3cccnc23)CC1)N1CCN(C2CCCCC2)CC1	2.2	nt
Cn1cc(-c2coc3c(C(=O)NCc4ccco4)cccc23)cn1	2.7	nt
CCC1CCCCN1Cc1nc2c(c(=O)n(C)c(=O)n2C)n1Cc1cccc2ccccc12 (stereo unspecified)	-1.6	nt
CCCS(=O)(=O)NC(=O)C1(C)CCN(C(=O)c2ccc(OC)c(F)c2)C1 (stereo unspecified)	0.5	nt
N=C1/C(=C/c2coc3ccccc3c2=O)C(=O)N=C2SC(c3ccco3)=NN12	1.4	nt
CCCC(=O)N1CCC1(C)C(=O)Nc1ccc2scnc2c1 (stereo unspecified)	-0.2	nt
O=C(Nc1cccc(C(F)(F)F)c1)c1cccc2c(-c3cccnc3)coc12	0.8	nt
CCCS(=O)(=O)NC(=O)C1(C)CCCN(C(=O)c2cncc(Br)c2)C1 (stereo unspecified)	1.0	nt
NS(=O)(=O)c1ccc(S(=O)(=O)c2ccccc2)nc1	0.5	nt
O=C(NCc1ccccc1)c1cccc2c(-c3ccc(F)c(F)c3)coc12	1.6	nt
Cn1cc(-c2coc3c(C(=O)NCc4cccs4)cccc23)cn1	5.0	nt
CCCS(=O)(=O)NC(=O)C1(C)CCN(C(=O)/C=C/c2ccccc2)C1 (stereo unspecified)	-1.1	nt
CN1CCN(C(=O)c2cccc3c(-c4ccc(F)c(F)c4)coc23)CC1	2.5	nt

Three structures from above, sorted by count of non-hydrogen atoms, falling.
SMILES	FXN GAA850 act	DAX1 inh
CCCC(=O)N1CCC1(C)C(=O)Nc1ccc2scnc2c1 (stereo unspecified)	-0.2	nt
Cn1nnnc1Sc1ncnc2scc(-c3cccs3)c12	nt	-4.2
O=C(O)C1CCCNC1 (stereo unspecified)	-0.8	nt

New compounds follow.
SMILES	FXN GAA850 act	DAX1 inh
CC(C)c1ccc(NC(=O)c2ccc(-c3ccnn3C)c3ccoc23)cc1	-4.6	nt
CCCOc1ccc(F)cc1-c1cc(C(=O)Nc2ccc(OC)nc2)[nH]n1	2.3	nt
CCCC(=O)N1CCC1(C)C(=O)Nc1scc(C)c1C#N (stereo unspecified)	2.2	nt
CCCCN(C)c1c(C)nc2ccc(C(=O)NCCOc3ccc(OC)cc3)cn12	0.6	nt
Cn1c(NCCN2CCCC2)nc2cc(-c3cccc(C(F)(F)F)c3)sc2c1=O	2.5	nt
C=Cc1ccc(CC2(C)C(=O)Nc3c(Cl)cccc32)cc1 (stereo unspecified)	1.3	nt
CCCOc1ccc(F)cc1-c1cc(C(=O)NCc2cc(C(F)(F)F)cc(C(F)(F)F)c2)[nH]n1	0.5	nt
COc1ccccc1CNc1nc(Nc2ccccc2OC)c2sccc2n1	1.0	nt
CC(C)(C)NC(=O)CSc1nnc(-c2ccccc2)c(-c2ccccc2)n1	-0.4	-1.8
CCOC(=O)c1cccc(NC(=O)C2(S(=O)(=O)c3ccc(C)cc3)CC2)c1	0.3	0.2
N#Cc1cccnc1N1CCN(C(=O)c2cccc3c2C(=O)c2ccc(-c4ccc(Cl)c(C(F)(F)F)c4)cc2S3(=O)=O)CC1	0.5	1.5
CN1/C(=C\C(=O)COC(=O)C2COc3ccccc3O2)C(C)(C)c2ccccc21 (stereo unspecified)	0.3	1.3
COc1ccc(/C=C/C(=O)c2cc(Br)ccc(=O)c2O)cc1	2.5	0.0
CCSc1nsc(NC(=O)Nc2ccc(F)cc2F)n1	2.1	-0.2
O=C(Nc1c(Br)cc2c(c1Br)Cc1ccccc1-2)C(F)(F)F	2.0	3.3
Cc1ccc(C)c(NC(=O)COC(=O)CC2c3ccccc3CCN2S(=O)(=O)c2ccc(F)cc2)c1 (stereo unspecified)	1.6	0.0
O=S(=O)(c1ccc(Cl)c(Cl)c1)c1snnc1-c1ccccc1	-14	-3.2
COC(=O)/C(=C\Nc1ccc(Cl)c2ccccc12)c1ncc(C(F)(F)F)cc1Cl	1.9	0.8
Cc1cc(C)n2nc(SCC(=O)N(C)c3c(N)n(Cc4ccccc4)c(=O)[nH]c3=O)nc2n1	-1.2	0.6
CCOC(=O)N1CCN(C(=O)CCN2C(=O)/C(=C\c3ccccc3OC)SC2=S)CC1	0.4	0.1

Reprinted at random: 2 compounds from above.
SMILES	FXN GAA850 act	DAX1 inh
CCSc1nsc(NC(=O)Nc2ccc(F)cc2F)n1	2.1	-0.2
CN1CCN(C(=O)c2cccc3c(-c4ccc(F)c(F)c4)coc23)CC1	2.5	nt

(continued)
SMILES	FXN GAA850 act	DAX1 inh
CCOC(=O)c1c(NC(=O)C2c3ccccc3Oc3ccccc32)sc(C(=O)N(CC)CC)c1C	-1.1	-0.7
COC(=O)c1ccc(NC(=O)CSC2=Nc3ccccc3C3CC=NN23)cc1 (stereo unspecified)	2.4	-0.3
Cc1sc2nc(CC(N)=O)[nH]c(=O)c2c1-c1ccccc1	1.9	0.5
CC(C)Cn1[nH]c2c3c(ccc2c1=O)C(=O)c1ccccc1C3=O	-0.3	0.2
Clc1ccc(-c2nc3ncccn3c2Cl)cc1	13*	0.1
N#Cc1ccc(Nc2nc(-c3ccc(O)cc3O)cs2)cc1C(F)(F)F	0.1	-1.4
CCOC(=O)N1CCC(NC(=O)C2CCN(c3ccc(N4CCOCC4)nn3)CC2)CC1	-3.6	-1.5
CN1CCN(C2CCCCC2NS(=O)(=O)c2ccc(Cl)cc2)CC1 (stereo unspecified)	0.6	-0.5
COc1ccc2[nH]c(C)c(CCN(Cc3cccs3)C(=S)Nc3ccc(F)cc3)c2c1	-1.1	-0.1
CC(C)N1CCC(N2CCN(C/C=C/c3ccccc3)CC2CCO)CC1 (stereo unspecified)	1.0	-0.6
COc1ccc(COc2cc(-c3cccc(OC)c3)nc3ccc(NC(=O)c4ccc(N(C)C)cc4)cc23)cc1	-2.2	-2.3
CCOC(=O)N1CCN(Cc2nc(N)nc(Nc3ccccc3C)n2)CC1	3.7	-0.2
CN1CCc2c(sc(/N=C/c3cccs3)c2C(N)=O)C1	-0.7	0.4
C#CCOCCOCCOCCNc1nc(N2CCN(C(=O)CCCCCCCCCCNC(=O)[C@H](CCCCN)n3cc(C[C@@H](C)CC)nn3)CC2)nc(N2CCN(C(=O)CCCCCCCCCCNC(=O)[C@@H]([C@H](C)O)n3cc(C)nn3)CC2)n1	0.7	-0.1
C#CCOCCOCCOCCNc1nc(N2CCN(C(=O)CCCCCCCCCCNC(=O)[C@@H](CCC(=O)O)n3cc(CCCCCN)nn3)CC2)nc(N2CCN(C(=O)CCCCCCCCCCNC(=O)[C@H]([C@@H](C)CC)n3cc(CCCCCN)nn3)CC2)n1	-0.1	0.8
COc1cc(/C=N/NC(=O)c2cccnc2)ccc1OC(=O)c1cccc(Br)c1	0.8	0.6
N/C(=C/C(=O)c1ccccc1O)C(F)(F)F	1.2	0.5
S=c1[nH]nc(-c2cc(-c3ccccc3)n[nH]2)n1/N=C/c1c2ccccc2cc2ccccc12	1.9	0.0
COc1ccc(C(C(=O)NC2CCCCC2)N(C(=O)CCl)c2ccc(Cl)cc2)cc1 (stereo unspecified)	-15	-3.1
COc1ccc(NC(=O)CSc2nc3n[nH]c(C)c3c(=N)n2-c2ccc(Cl)c(C)c2)cc1OC	-1.6	0.5

Full records, looked up by structure:
N#Cc1ccc(Nc2nc(-c3ccc(O)cc3O)cs2)cc1C(F)(F)F as listed: FXN GAA850 act: 0.1; DAX1 inh: -1.4
NS(=O)(=O)c1ccc(S(=O)(=O)c2ccccc2)nc1 as listed: FXN GAA850 act: 0.5; DAX1 inh: nt

3 of the compounds above, with bars between the fields:
Structure | FXN GAA850 act | DAX1 inh
O=S(=O)(c1ccc(Cl)c(Cl)c1)c1snnc1-c1ccccc1 | -14 | -3.2
COC(=O)/C(=C\Nc1ccc(Cl)c2ccccc12)c1ncc(C(F)(F)F)cc1Cl | 1.9 | 0.8
Cc1cc(C)n2nc(SCC(=O)N(C)c3c(N)n(Cc4ccccc4)c(=O)[nH]c3=O)nc2n1 | -1.2 | 0.6

Following part
SMILES	FXN GAA850 act	DAX1 inh
Cn1c(-c2ccc3c(c2)OCO3)cnc1NCc1cccc(Cl)c1	-1.3	1.8
O=c1cc(-c2ccccc2Cl)oc2c(NS(=O)(=O)c3cc(Cl)cc(Cl)c3O)ccc(O)c12	1.4	1.0
COc1ccc(OCC(=O)NC(=S)Nc2ccc(N3CCOCC3)c(Cl)c2)cc1	1.6	0.4
CC(=O)c1ccc(-n2c(CCC(=O)O)ccc2-c2ccc(C)cc2)cc1	0.1	0.1
COc1ccc(C2NC3=C(CCC3)C3(C#N)C(OC)(OC)N=C(N)C23C#N)cc1 (stereo unspecified)	-11	-5.5
Oc1cccc(CN2CCCCC2)c1	3.1	-0.7
COc1ccc(C2=CC3=C(Br)C(=O)C(C)(O)C(=O)C3=CO2)cc1 (stereo unspecified)	-1.0	1.1
CCCCCCCCCCC[N+](C)(C)CC/C=C1/c2ccccc2Sc2ccc(Cl)cc21	1.4	-0.1
COCCNC(=O)c1ccc2c(c1)nc(C)n2-c1cc(OC)c(OC)c(OC)c1	1.8	0.1
C=CCn1c(=O)/c(=C\c2ccsc2)s/c1=C(/C#N)C(=O)NCCN1CCOCC1	0.7	1.8
CC(C)c1ccc(Cc2nnc(NCCCO)[nH]c2=O)cc1	-0.3	-0.5
O=C(CNC(=O)OCc1ccccc1)Oc1cc2oc(=O)cc(-c3ccccc3)c2cc1Cl	-2.3	-0.4
c1ccc(-c2cc(-c3nn4c(-c5ccco5)nnc4s3)c3ccccc3n2)cc1	-3.3	0.1
O=C(COc1ccc2oc(-c3ccccc3)cc(=O)c2c1)NCc1ccco1	0.8	0.0
CCC(=O)Nc1cccc(-c2ccc(N3CCN(C)CC3)nn2)c1	4.3	1.5
COc1cc(/C=C2\Oc3ccc(C#Cc4ccc(O)cc4)cc3C2=O)cc(OC)c1	-0.1	0.7
COc1ccccc1NS(=O)(=O)c1ccc2oc(SC3CCOC3=O)nc2c1 (stereo unspecified)	-0.7	-0.3
O=C(CC(=O)c1ccccc1O)c1cccc(F)c1	3.4	0.3
O=[N+]([O-])c1cc(/C=N/N2CCN(Cc3ccccc3)CC2)ccc1Cl	2.0	0.1
C#CCOCCOCCOCCNc1nc(N2CCN(C(=O)[C@H]([C@@H](C)CC)n3cc([C@@H](N)CO)nn3)CC2)nc(N2CCN(C(=O)[C@H]([C@@H](C)CC)n3cc([C@@H](N)CC(C)C)nn3)CC2)n1	-0.3	-0.6
